PERK inhibitor = human PERK inhibition, primary cell-based screen | Q9NZJ5 | CHO PERK-DD fusion, SEAP luminescence translation reporter | inhibition, % at 5.6 µM | hit rate 0.17% among 220,000 | AID 1416;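 active means inhibition above the mean inhibition of all tested compounds plus 3 SD, set separately per screening campaign, cut at about 2.9% in these data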;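 further: PERK kinase domain activated by AP20187 dimerizer at 100 nM; 0% = DMSO with dimerizer and 100% = rapamycin at 8.4 µM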
Runt-SMMHC FRET = Runt domain-CBFb-SMMHC interaction inhibition; Q01196+Q13951; Cerulean-Runt/Venus-CBFb-SMMHC FRET ratio 530/480, 1 h; inhibition, % at 20 µM; hit rate 0.74% among 220,000;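 active means mean inhibition across duplicate retests at 20 µM reaching about 50%, limit read from the data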;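 further: 0% = DMSO wells and 100% = wells with excess untagged CBFb-SMMHC; inhibitors lower the FRET ratio by blocking Runt binding to CBFb-SMMHC; some results filed as inactive read as strong as hits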
Target sequence (Q01196 whole entry, looked up, the tested form may be a part): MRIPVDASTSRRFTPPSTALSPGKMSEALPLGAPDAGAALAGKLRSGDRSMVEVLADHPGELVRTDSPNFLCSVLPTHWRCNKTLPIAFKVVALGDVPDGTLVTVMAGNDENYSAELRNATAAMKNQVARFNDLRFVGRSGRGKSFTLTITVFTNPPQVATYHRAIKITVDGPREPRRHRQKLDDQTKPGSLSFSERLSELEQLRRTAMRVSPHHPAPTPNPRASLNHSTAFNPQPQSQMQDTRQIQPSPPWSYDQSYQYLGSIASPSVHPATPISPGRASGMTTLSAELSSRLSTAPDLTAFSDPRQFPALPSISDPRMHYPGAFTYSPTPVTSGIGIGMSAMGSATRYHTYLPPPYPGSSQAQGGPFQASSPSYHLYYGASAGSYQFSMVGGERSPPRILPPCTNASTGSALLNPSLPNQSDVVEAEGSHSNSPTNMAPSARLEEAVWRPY
Target sequence (Q13951 whole entry, looked up, the tested form may be a part): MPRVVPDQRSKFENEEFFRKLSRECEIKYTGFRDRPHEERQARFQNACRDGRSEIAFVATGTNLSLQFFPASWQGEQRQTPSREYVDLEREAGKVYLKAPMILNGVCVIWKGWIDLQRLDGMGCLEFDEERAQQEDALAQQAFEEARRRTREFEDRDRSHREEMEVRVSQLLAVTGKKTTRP
EP2 mod = modulates human prostaglandin E2 receptor EP2 signaling; induction, % at 25 µM; hit rate 0.83% among 260,000; AID 940; EP2-expressing cells, cAMP HTRF FRET, PGE2 co-stimulation;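 active means compounds whose cAMP rise, as percent of the full-agonist control response, exceeds 60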;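 further: rat C6 glioma line stably carrying human EP2 under a CMV promoter; the protocol text gives 20 µM as final concentration; 100% = response of wells given 1 µM PGE2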
Target sequence (P43116 whole entry, looked up): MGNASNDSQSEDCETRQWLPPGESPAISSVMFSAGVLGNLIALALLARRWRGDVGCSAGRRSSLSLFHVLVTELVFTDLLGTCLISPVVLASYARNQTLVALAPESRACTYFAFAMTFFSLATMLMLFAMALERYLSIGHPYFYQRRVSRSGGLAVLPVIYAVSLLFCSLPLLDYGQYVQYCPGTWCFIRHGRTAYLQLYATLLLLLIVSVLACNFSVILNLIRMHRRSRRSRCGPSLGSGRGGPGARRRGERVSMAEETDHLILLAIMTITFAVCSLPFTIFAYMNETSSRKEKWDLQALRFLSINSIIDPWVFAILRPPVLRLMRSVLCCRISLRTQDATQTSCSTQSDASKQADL
L929 necroptosis = L929 zVAD cell death inhibition; L929 zVAD necroptosis rescue, ATP luminescence, 24 h; with zVAD 60 µM; viability rescue, % at 10 µM; hit rate 0.38% among 220,000; AID 1377;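 active means activation, scaled between plate controls, above about 75%, limit read from the data; inactive means activation under that limit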;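 further: 0% = zVAD with DMSO and 100% = DMSO alone without zVAD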
Runt-CBFb FRET = blocks binding of human RUNX1 Runt domain to CBFb; Q01196+Q13951; Cerulean-Runt/Venus-CBFb FRET ratio 530/480, 1 h; inhibition, % at 20 µM; hit rate 0.46% among 220,000;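 active means inhibition over about 50% at 20 µM in the single-dose screen, limit read from the data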;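 further: 0% = DMSO wells and 100% = excess unlabeled CBFb competitor control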
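Assay system: Cerulean-tagged RUNX1 Runt domain (FRET donor) fusion protein / Amount: 100 nM each of Venus-CBFb and Cerulean-Runt domain / Medium: Tris buffer pH 7.5 with salts and BSA / Also added: Venus-CBFb 100 nM / Schedule: 1 h complex formation plus 1 h compound treatment, room temperature / Signal: FRET fluorescence / Read-out: loss of energy transfer signal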
PGE2 EP2 inh = inhibitors of human EP2 prostaglandin E2 receptor; C6 glioma cells expressing human EP2, cAMP TR-FRET; cells stimulated with saturating PGE2; P43116; hit rate 0.52% among 260,000; inhibition, % at 25 µM;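 active means percent inhibition above 40 after rounding to a whole number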;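 further: rat C6 glioma host cells with rolipram phosphodiesterase inhibitor present; the protocol text gives 20 µM as final concentration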
RBBP9 inhibitor = inhibitors of human serine hydrolase RBBP9 | inhibition, % at 7.94 µM | AID 1515 | recombinant RBBP9, FP-Rh probe fluorescence polarization | O75884 | hit rate 0.2% among 220,000;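 active means inhibition above the campaign mean of all tested compounds plus 3 SD, cut at about 14% in these data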;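 further: plate controls were DMSO wells with RBBP9 for no effect and wells lacking RBBP9 protein for full effect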
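Assay system: recombinant human RBBP9; Reagent: Serine-hydrolase probe FP-Rh, 375 nM pre-mixing; Doses: 7.94 µM single dose, 0.794% DMSO; Incubation: 30 min then 45 min, 25 °C; Detection: fluorescence polarization (mP), excitation 525 nm, emission 598 nm; Evaluation: percent inhibition from mP, scaled between DMSO and no-protein wells.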
TNF death inh = blocks TNF-alpha induced death of Jurkat FADD-/- cells; Jurkat FADD-/- TNF necroptosis rescue, ATP luminescence, 24 h; 0 = TNF only, 100 = no-TNF cells; activation (protection from cell death), % at 10 µM; hit rate 0.068% among 220,000; AID 463075;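 active means activation, meaning protection from cell death, of at least 50% relative to plate controls; inactive means activation below 50%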;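 further: necroptosis triggered by 40 ng/mL TNF-alpha added together with compound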
Hck Nef HTS = human Hck-Nef kinase inhibition. AID 463187. P08631. Recombinant Hck-YEEI plus Nef, Z-Lyte FRET kinase assay. inhibition, % at 20 µM. hit rate 0.68% among 220,000;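 active means Hck-Nef kinase inhibition above about 50%, limit read from the data; inactive means inhibition below that limit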;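 further: 0% = DMSO with Hck plus Nef and 100% = Hck alone without Nef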
Numbers without * were called inactive; . = not tested or not shown; & = joins results of further samples. Some of the compounds tested. The share of hits here may be higher or lower than overall.

#	molecule	PERK inhibitor	Runt-SMMHC FRET	EP2 mod	L929 necroptosis	Runt-CBFb FRET
1	CCCCn1c(SCC(=O)c2ccc(O)c(O)c2)nc2ccsc2c1=O	-0.2	2.3	-6.8	1.3	3.4
2	COC(CNC(=O)c1cc(-c2ccncc2)nc2ccc(S(=O)(=O)N3CCOCC3)cc12)OC	0.3	1.4	5.9	0.6	-0.8
3	CC1CCCCC1NC(=O)NC(=O)CCl (stereo not drawn)	1.1	-0.6	-36.0	-0.5	-2.7
4	S=C(Nc1ccc(Br)cc1)NC1CCCCC1	0.2	0.1	-49.7	2.4	-0.4
5	Cn1ccnc1SCc1cn2cc(Br)ccc2n1	0.0	2.9	0.5	0.9	4.8
6	Clc1ccc(Cn2ncc3c(NCCN4CCOCC4)ncnc32)cc1	-0.1	2.6	-10.6	-0.2	1.1
7	CCn1c(SCC(=O)Nc2nnc(C)s2)nnc1-c1ccncc1	1.0	2.3	26.1&30.0	0.6	0.7
8	Cc1cccc(-n2c(=S)[nH]c3nc4c(cc3c2=O)COC(C)(C)C4)c1	1.9	-6.2	-6.9	0.1	2.1
9	CCCCn1c(N)c(N2CCOCC2)c(=O)n(CC(=O)NC(C)c2ccccc2)c1=O (stereo not drawn)	-0.3	2.5	8.8	0.2	1.5
10	C=C1CN(CC(=O)OC)S(=O)(=O)c2ccccc21	.	-5.6	15.0	0.1	-1.6
11	c1ccc(COc2nsnc2N2CCOCC2)cc1	1.4	3.6	21.9&32.5	-1.2	4.4
12	CCc1cc2ccccc2nc1SCC(=O)N1CCN(C(=O)c2ccco2)CC1	-1.5	-0.5	0.3&-51.7	0.3	-7.8
13	Cc1cc(NC(=O)c2cc(C(C)C)on2)no1	0.7	-3.5	23.8	0.6	-1.2
14	Cc1cc(C)c2sc(NC(=O)CN3C(=O)CCC3=O)nc2c1	-0.6	0.6	20.1	0.0	-0.6
15	O=C(NCc1ccccc1)c1ccc(CN(c2ccccn2)S(=O)(=O)c2ccccc2)cc1	0.1	-7.9	15.1	0.4	.

#	PGE2 EP2 inh	RBBP9 inhibitor	TNF death inh	Hck Nef HTS
1	6.0	-11.1	-0.5	1.7
2	1.2	-8.2	-0.8	25.3
3	7.2	4.3	-2.6	4.4
4	0.9	-9.6	-2.6	14.2
5	19.9	0.9	0.7	0.4
6	12.1	-2.2	0.0	-20.1
7	12.1&2.6	1.2	-0.3	0.6
8	11.1	3.0	1.6	-6.6
9	5.4	-6.0	0.6	15.5
10	9.3	.	1.5	27.3
11	9.0&11.3	-9.8	-1.2	1.2
12	14.7&16.0	-2.6	0.2	-7.2
13	-2.9	7.6	-2.2	-1.9
14	5.9	-2.3	1.0	28.0
15	15.2	1.9	0.8	0.7

Remaining list, next part
#	molecule	PERK inhibitor	Runt-SMMHC FRET	EP2 mod	L929 necroptosis	Runt-CBFb FRET
16	O=C(OCCN(C1=NS(=O)(=O)c2ccccc21)c1ccc(Cl)cc1)c1ccco1	-0.4	1.9	32.7	-0.5	-0.5
17	COC(=O)CCc1nc2c(C#N)c(-c3ccc(Cl)cc3)ccn2n1	-0.4	3.7	-12.2	-0.7	-0.9
18	COc1ccc(CSc2nnc(Cc3sc(-c4ccccc4)nc3-c3ccccc3)o2)cc1	-0.5	-35.9	21.1	-0.1	-15.5
19	CCOC(=O)C1(Cc2cccc(Cl)c2)CCCN(C(=O)CCOC)C1 (stereo not drawn)	0.7	-5.8	7.9	-0.4	0.9
20	O=C(c1cc(C2CC2)on1)N1CCOCC1	.	1.3	2.3	0.1	0.8
21	COC(=O)c1nc(NC(=O)c2ccccc2Br)n[nH]1	1.5	-0.9	18.9	50.5	-4.4
22	CCC(CC)c1nnc(NC(=O)CCNC(=O)c2ccccc2Cl)s1	0.2	-5.1	10.2	0.2	0.0
23	CC(=O)NCCC(=O)Nc1ccc(C)c(F)c1	0.8	-1.4	32.6	0.5	-0.4
24	CC(C)(C)C1=Nn2c(nnc2-c2n[nH]c3c2CCC3)SC1	0.5	-1.4	-7.3	2.0	7.4
25	CCCn1c(C)cc(C(=O)COC(=O)c2cc(S(=O)(=O)NCC(C)C)c(Cl)cc2Cl)c1C	-1.4	0.4	18.0	-0.3	1.0
26	CC(C)Cn1c2ccccc2c2cc(C(=O)O)ccc21	1.9	1.3	-4.1	0.7	1.3
27	CCOC(=O)CCSc1nc(C)c2cc(C)ccc2n1	1.0	-4.8	2.0	-0.3	-2.4
28	CCCCCc1nnc(N)s1	-0.1	0.0	16.7	-0.1	-1.0
29	CN(C(=O)COc1ccccc1)c1nc(-c2ccc(F)cc2)cs1	0.8	-6.3	4.1	1.5	-0.4
30	O=C(COC(=O)c1ccc(S(=O)(=O)Nc2ccccc2)cc1)NC1CCCC1	0.5	1.0	-32.8	1.7	0.2

#	PGE2 EP2 inh	RBBP9 inhibitor	TNF death inh	Hck Nef HTS
16	8.0	-3.1	-1.8	3.3
17	3.1	-6.4	-0.6	13.1
18	16.1	-5.3	2.2	-3.1
19	5.7	9.0	0.2	3.3
20	10.9	.	0.7	0.8
21	4.0	-1.8	-8.1	-3.8
22	6.7	4.4	-0.3	17.8
23	7.4	-2.0	-1.1	-0.3
24	14.7	-12.8	-0.9	1.3
25	17.5	-10.5	0.0	1.1
26	5.5	5.7	2.1	1.2
27	18.0	3.6	0.0	-1.9
28	6.2	-1.4	0.7	0.9
29	16.3	-7.5	1.8	19.4
30	4.6	1.4	1.7	2.4

Brought forward from above: two entries, followed by the next part.
#	molecule	PERK inhibitor	Runt-SMMHC FRET	EP2 mod	L929 necroptosis	Runt-CBFb FRET
29	CN(C(=O)COc1ccccc1)c1nc(-c2ccc(F)cc2)cs1	0.8	-6.3	4.1	1.5	-0.4
30	O=C(COC(=O)c1ccc(S(=O)(=O)Nc2ccccc2)cc1)NC1CCCC1	0.5	1.0	-32.8	1.7	0.2
31	O=C(Nc1ccc(F)cc1)NC1CCN(Cc2ccccc2)CC1	1.1	6.6	-52.0	0.9	0.3
32	CCN(CC)CC(=O)Nc1scc2c1c(=O)oc1ccccc12	-0.1	-2.6	13.8	49.2	2.6
33	COc1ccc(-c2ccc(OC(=O)NC3CCS(=O)(=O)C3)cc2)cc1 (stereo not drawn)	1.3	-4.6	-28.6	0.0	0.6
34	Cc1ccc(S(=O)(=O)N2CCCN(c3nc4cc(C)ccc4cc3C#N)CC2)cc1	-0.5	48.4	29.2	0.6	8.0
35	NS(=O)(=O)c1cccc(NC(=O)CCS(=O)(=O)c2ccc(Cl)cc2)c1	0.1	-3.2	-4.8	1.2	0.7
36	CSc1ccccc1NC(=O)Cn1nc([N+](=O)[O-])cc1C	0.9	2.2	-20.1	1.0	-0.2
37	CCOC(=O)c1c[nH]c2c(Cl)ccc(Cl)c2c1=O	-0.3	0.9	12.1	1.0	-0.5
38	COc1ccc(C(=O)c2c(C)oc3ccc(O)c(CN4CCOCC4)c23)cc1	-1.5	-5.1	12.8	-0.4	2.6
39	CCCCc1c(O)c2ccccc2[nH]c1=O	0.6	-1.9	.	0.0	-0.2
40	COc1ccc(CCNC(=O)C2CC(c3cccc([N+](=O)[O-])c3)=NO2)cc1 (stereo not drawn)	-0.1	3.1	-2.2	-0.1	-0.7
41	O=C(NC1CCCCC1)C(c1ccco1)N(C(=O)c1csnn1)C1CCCC1 (stereo not drawn)	-0.1	-1.6	33.7	-0.3	-0.4
42	COCC(=O)Nc1ncc(S(=O)(=O)c2ccc([N+](=O)[O-])cc2)s1	0.3	2.8	6.6	0.6	-0.6
43	COCCCn1c2nc3ccccc3nc2c2c(=O)n(CC3CCCO3)cnc21 (stereo not drawn)	-0.8	2.9	24.8	0.2	2.0
44	CN(C)N=Nc1nc2c(c(=O)n(C)c(=O)n2C)n1CC1CO1 (stereo not drawn)	0.3	-0.7	-14.1	-0.5	-1.2

#	PGE2 EP2 inh	RBBP9 inhibitor	TNF death inh	Hck Nef HTS
29	16.3	-7.5	1.8	19.4
30	4.6	1.4	1.7	2.4
31	5.5	-6.2	0.6	-3.0
32	1.0	-6.1	5.2	3.2
33	7.5	10.2	-4.4	10.7
34	7.6	-2.7	-1.0	-0.2
35	4.3	-9.9	1.2	19.5
36	6.6	-6.5	-0.2	1.8
37	19.7	-4.8	1.5	-1.3
38	1.7	-5.7	-2.8	-0.8
39	11.9	-6.7	-0.2	3.0
40	-4.3	0.0	0.9	0.7
41	.	8.6	-0.9	-0.1
42	7.4	-0.5	-0.7	17.7
43	9.0	1.5	-2.1	6.7
44	1.6	-5.3	-24.8	-12.4

Structures from the list above that have an aryl thioether with sulfur outside any ring, in the order listed:
#	molecule	PERK inhibitor	Runt-SMMHC FRET	EP2 mod	L929 necroptosis	Runt-CBFb FRET
1	CCCCn1c(SCC(=O)c2ccc(O)c(O)c2)nc2ccsc2c1=O	-0.2	2.3	-6.8	1.3	3.4
5	Cn1ccnc1SCc1cn2cc(Br)ccc2n1	0.0	2.9	0.5	0.9	4.8
7	CCn1c(SCC(=O)Nc2nnc(C)s2)nnc1-c1ccncc1	1.0	2.3	26.1&30.0	0.6	0.7
12	CCc1cc2ccccc2nc1SCC(=O)N1CCN(C(=O)c2ccco2)CC1	-1.5	-0.5	0.3&-51.7	0.3	-7.8
18	COc1ccc(CSc2nnc(Cc3sc(-c4ccccc4)nc3-c3ccccc3)o2)cc1	-0.5	-35.9	21.1	-0.1	-15.5
27	CCOC(=O)CCSc1nc(C)c2cc(C)ccc2n1	1.0	-4.8	2.0	-0.3	-2.4
36	CSc1ccccc1NC(=O)Cn1nc([N+](=O)[O-])cc1C	0.9	2.2	-20.1	1.0	-0.2

#	PGE2 EP2 inh	RBBP9 inhibitor	TNF death inh	Hck Nef HTS
1	6.0	-11.1	-0.5	1.7
5	19.9	0.9	0.7	0.4
7	12.1&2.6	1.2	-0.3	0.6
12	14.7&16.0	-2.6	0.2	-7.2
18	16.1	-5.3	2.2	-3.1
27	18.0	3.6	0.0	-1.9
36	6.6	-6.5	-0.2	1.8

Screening results as filed in PubChem.
